D3 ag – agonists of human D3 dopamine receptor. P35462. D3R DiscoveRx beta-arrestin cells, luminescence, 90 min. max activation, %. actives 0.58% (n = 410,000). AID 652048; in the data active = max activation above about 30%; note: 0% is about no effect; mostly tested at two doses, the higher about 12 µM
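Cells at 1500/well, incubated overnight, then treated with pinned compounds (dopamine as control) for 90 min at 37 degrees C. DiscoveRx reagent added for 30 - 60 minutes at room temperature; luminescence read.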
Mm-Cpn inhibitor – M. maripaludis TRiC chaperonin inhibition; Potency, µM (top dose mostly 76.9 µM), inactives show top-dose activity, negative = inhibition, usual class: inhibitors; purified Mm-Cpn ATPase, ADP Transcreener TR-FRET; actives 0.031% (n = 330,000); note: potency is the fitted concentration of half-maximal effect; % is set by controls: 0 for no effect and ±100 for the full control effect; nearly all actives have a fitted effect of over 80% in size
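Purified archaeal Mm-CPN (25nM final) preincubated 10 min at 37degC with compound, then 10uM ATP for 30 min at 37degC; ADP measured by HTRF Transcreener TR-FRET; buffer 30 mM TRIS pH 7.4, 100mM KCl, 5mM MgCl2, 1mM DTT.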
pAkt inh – inhibitors of Akt phosphorylation. actives 0.32% (n = 360,000). AID 651550. Neuro2A IGF-stimulated pAkt S473 HTRF, 20 min; stronger effect = lower value. activity change, % for hits at 50 µM; in the data active = activity change below about -80%; inconclusive = mostly about -51% to -80%; note: % is set by controls: 0 for no effect and ±100 for the full control effect
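Neuro2A cells in DMEM with 0.5% FBS, overnight at 37 deg C, given compound at single 50 µM final, then IGF (6 nM final) for 20 min at 37 deg C. Lysed; phospho-Akt Ser473 by HTRF after 24 h, 665/615 ratio.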
PTHR1 ag – agonists of human PTHR1 parathyroid hormone receptor; Q03431; AID 743266; Potency, µM (highest dose often 115 µM), for the others: at the highest dose activation, usual class: activators; actives 0.075% (n = 410,000); HEK293 GP2 PTHR1 cells, GloSensor cAMP luminescence, 1 h; note: potency is the fitted concentration of half-maximal effect; nearly all actives have a fitted effect of over 55% in size; some results filed as inactive show a strong effect at the top dose; inactives centre near -15; many of its hits are not listed in these tables
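HEK-293-derived GP2 cells expressing PTHR1 and a GloSensor cAMP reporter, 3,000/well, plated overnight, given luciferin plus IBMX (each 0.5 mM as added) for 1 h at 37 °C, then compound for 1 h at 37 °C. Luminescence was read after 15 min at room temperature.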
EPAC2 agonist – activates human EPAC2 exchange factor; EPAC2 activation, biochemical qHTS; response scale: 100% = 6.5 mM cAMP response; actives 0.079% (n = 360,000); AID 720711; Q8WZA2; Potency, µM (series often up to 154 µM), for the others: at the highest dose activation, hits mostly activators; note: potency is the fitted concentration of half-maximal effect; nearly all actives have a fitted effect of over 50% in size
Target sequence (Q8WZA2 whole entry, looked up): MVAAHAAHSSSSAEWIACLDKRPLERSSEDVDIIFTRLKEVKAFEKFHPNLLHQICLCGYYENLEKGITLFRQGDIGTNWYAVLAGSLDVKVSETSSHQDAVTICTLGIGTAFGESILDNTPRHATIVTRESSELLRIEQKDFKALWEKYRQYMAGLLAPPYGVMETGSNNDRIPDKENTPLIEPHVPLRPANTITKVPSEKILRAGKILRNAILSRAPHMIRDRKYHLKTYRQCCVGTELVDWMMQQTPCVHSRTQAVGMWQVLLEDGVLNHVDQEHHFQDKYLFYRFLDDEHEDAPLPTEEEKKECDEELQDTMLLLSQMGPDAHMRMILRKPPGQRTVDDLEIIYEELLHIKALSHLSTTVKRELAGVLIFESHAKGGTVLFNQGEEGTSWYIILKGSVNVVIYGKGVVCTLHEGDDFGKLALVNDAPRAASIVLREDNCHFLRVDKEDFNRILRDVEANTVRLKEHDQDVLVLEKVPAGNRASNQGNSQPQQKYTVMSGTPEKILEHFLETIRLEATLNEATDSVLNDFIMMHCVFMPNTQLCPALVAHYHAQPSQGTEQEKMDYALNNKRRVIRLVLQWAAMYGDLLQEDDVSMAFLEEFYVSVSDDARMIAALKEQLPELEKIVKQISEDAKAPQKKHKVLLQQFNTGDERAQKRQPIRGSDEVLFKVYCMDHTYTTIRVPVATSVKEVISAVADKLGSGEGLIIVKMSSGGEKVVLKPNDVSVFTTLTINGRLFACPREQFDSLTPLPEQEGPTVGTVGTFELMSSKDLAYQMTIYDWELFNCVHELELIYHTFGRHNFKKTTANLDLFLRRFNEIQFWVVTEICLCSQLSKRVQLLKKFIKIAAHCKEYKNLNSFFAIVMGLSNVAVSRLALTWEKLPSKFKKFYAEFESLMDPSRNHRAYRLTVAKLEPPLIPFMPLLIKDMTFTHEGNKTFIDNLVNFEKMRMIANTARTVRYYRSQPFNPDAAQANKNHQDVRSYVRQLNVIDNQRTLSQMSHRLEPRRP
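Setup: EPAC2 100 nM, labeled Rap1B complex 250 nM, free GDP 50 uM. Compound titrations pinned in, brief spin, 5 min room temperature incubation. Kinetic fluorescence read over 30 min, normalized to 6.5 mM cAMP.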
D3 antag – antagonists of human D3 dopamine receptor | P35462 | D3R cells, DiscoveRx beta-arrestin luminescence, antagonist mode; stronger effect = lower value | actives 2.5% (n = 360,000) | AID 652054 | max response, negative = inhibition, %; in the data active = max response below about -50%; inconclusive = no clear call, values can overlap the other calls; note: % is set by controls: 0 for no effect and ±100 for the full control effect; mostly tested at two doses, the higher about 12 µM
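Cells plated overnight at 1500 cells/well, then exposed to library compounds with dopamine controls for 90 minutes at 37 degrees C. DiscoveRx reagent added for 30–60 minutes at room temperature; luminescence read, quantitative HTS format.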
CCT modulator – modulators of cytosolic chaperonin (CCT/TRiC) activity; purified chaperonin ATPase assay, HTRF ADP detection, 30 min; activity change, % (no concentration beside the values), hits read low; actives 0.3% (n = 360,000); AID 651819; in the data active = activity change below about -30%; note: % is set by controls: 0 for no effect and ±100 for the full control effect
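We incubate TRiC, 40 or 20 nM final, with library compounds at 76 uM and 10 uM ATP for 30 min at 37 °C. ADP formed is detected with Transcreener HTRF reagents after 30 min at room temperature.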
EPAC2 antagonist – blocks human EPAC2 exchange factor. Q8WZA2. EPAC2 GEF exchange of Rap1B-BODIPY-GDP, fluorescence. Potency, µM (titrated, usually from 114 µM), inactives show top-dose activity, negative = inhibition, hits mostly inhibitors. actives 0.18% (n = 360,000); note: potency is the fitted concentration of half-maximal effect; % is set by controls: 0 for no effect and ±100 for the full control effect; nearly all actives have a fitted effect of over 45% in size; many of its hits are not listed in these tables
* hit, by the source's call; i = inactive; u = inconclusive; x = no result given; & = joins results of further samples; [ ] = remark or other dose. Unless noted, calls come from the whole dose curve; as a rule, active = well fitted curve in the direction sought with a large enough effect; inconclusive = small, poorly fitted or top-dose-only effect, or another doubt; inactive = no such curve, though single readings can be large; an effect the other way counts as inactive or inconclusive. Not all compounds are listed (hit frequency here may not be typical).

Sample of the layout, 4 compounds:
cpd	structure	D3 ag	Mm-Cpn inhibitor	pAkt inh	PTHR1 ag
1	Cc1cccc(N2CCN(C(=O)CC(NC(=O)c3ccccc3Cl)c3ccccc3)CC2)c1C (stereo not drawn)	-0.6	1.1%	i	-28.4%
2	O=C(CSc1nnc2sc3ccccc3n12)NCc1ccco1	21.1	0.0%	i	-17.6%[57.5 µM]
3	CCn1c(SCC(=O)N2CCCC2)nc2ccccc2c1=O	25.9	1.3%	i	i
4	CC(Oc1ccc(-c2ccccc2)c(F)c1)c1ccn(S(=O)(=O)c2ccc(Br)cc2)n1 (stereo not drawn)	-2.4	0.5%	i	-22.4%

cpd	EPAC2 agonist	D3 antag	CCT modulator	EPAC2 antagonist
1	1.5%	8.5	0.3	-1.2%
2	0.9%	-7.6	0.3	9.8%
3	-5.4%	-6.0	0.4	5.8%
4	7.3%	2.9	-1.9	-5.6%

The list itself, previewed entries included:
cpd	structure	D3 ag	Mm-Cpn inhibitor	pAkt inh	PTHR1 ag
1	Cc1cccc(N2CCN(C(=O)CC(NC(=O)c3ccccc3Cl)c3ccccc3)CC2)c1C (stereo not drawn)	-0.6	1.1%	i	-28.4%
2	O=C(CSc1nnc2sc3ccccc3n12)NCc1ccco1	21.1	0.0%	i	-17.6%[57.5 µM]
3	CCn1c(SCC(=O)N2CCCC2)nc2ccccc2c1=O	25.9	1.3%	i	i
4	CC(Oc1ccc(-c2ccccc2)c(F)c1)c1ccn(S(=O)(=O)c2ccc(Br)cc2)n1 (stereo not drawn)	-2.4	0.5%	i	-22.4%
5	CCOC(=O)Cc1ccc(Nc2nc3cc(-c4sccc4C)sc3c(=O)n2C)cc1	-9.5	x	i	-21.3%
6	COc1ccc(NC(=O)CC2SC(=Nc3ccccc3)NC2=O)c(OC)c1 (stereo not drawn)	1.6	-1.1%	i	-17.9%
7	C=CCNc1nc2c(c(=O)n(C)c(=O)n2C)n1CC(=C)C	-4.1	-0.2%	i	-22.8%
8	Cc1ccc2cccc(OCC(=O)Nc3cccc(S(=O)(=O)N4CCCC4)c3)c2n1	2.9	-7.4%	i	-70.1%[inhibitor]
9	CCc1cc(CNC(=O)C2CCC(=O)N(CCc3ccc(OC)cc3)C2)on1 (stereo not drawn)	1.3	0.1%	i	-17.3%
10	Cc1cc2nccc(-c3ccc(F)cc3)n2n1	0.5	-0.2%	i	i
11	CCCC1CCC(c2ccc(/C(N)=N/O)cc2)CC1 (stereo not drawn)	23.1	-1.5%	i	i
12	O=C(O)/C=C/c1ccc(S(=O)(=O)N2CCCCCC2)cc1	-0.5	1.7%	i	i
13	CC1C(=O)OC2C1CCC1(C)CCC(=O)C(C)C21 (stereo not drawn)	-5.8	-2.0%	i	i
14	COc1ccccc1/C=C/C(=O)NCC(=O)N/N=C/c1cc(Br)ccc1OC	-22.3	-3.2%	i	i
15	CCOc1nc(NC(C)C)nc(NC(C)C)n1	-0.8	-2.0%	i	-10.9%

cpd	EPAC2 agonist	D3 antag	CCT modulator	EPAC2 antagonist
1	1.5%	8.5	0.3	-1.2%
2	0.9%	-7.6	0.3	9.8%
3	-5.4%	-6.0	0.4	5.8%
4	7.3%	2.9	-1.9	-5.6%
5	-4.1%	7.9	-0.5	-1.1%
6	-5.5%	19.3	-0.2	-16.9%
7	-8.3%	12.1	-0.5	-4.6%
8	9.9%	24.8	-2.4	-4.1%
9	8.7%	4.0	-4.8	-4.1%
10	6.3%	7.3	-0.9	-0.4%
11	-10.6%	34.4	-2.1	-8.5%
12	-1.9%	11.5	0.1	13.6%
13	-0.3%	-15.8	-0.4	5.8%
14	7.2%	-71.4*	-0.5	5.5%
15	6.8%	24.9	0.2	1.8%

Following part:
cpd	structure	D3 ag	Mm-Cpn inhibitor	pAkt inh	PTHR1 ag
16	CCCCNC(=O)c1cn(CC)c2cc(N3CCN(C(=O)c4ccco4)CC3)c(F)cc2c1=O	8.6	-12.5%	i	i
17	Cc1ccc2c(cnn2C(=O)CCC(=O)NCc2ccccc2Cl)c1	-10.5	-8.0%	i	i
18	Cc1cc2ncc(C(=O)Nc3ccsc3C(=O)O)c(C)n2n1	10.2	0.4%	i	-19.7%
19	COc1ccc(-n2cc(C#N)c(=O)n(Cc3ccc(F)cc3)c2=O)cc1	-9.3	0.2%	i	-16.0%
20	CCCCCC1CC(CC(=O)O)C(=O)O1 (stereo not drawn)	1.1	-1.2%	i	i
21	NC(=O)C(Cc1ccccc1)NC(=O)C12CC3CC(CC(C3)C1)C2 (stereo not drawn)	15.5	-6.8%	i	i
22	O=C(Nc1cc(Cl)ccn1)C1(c2ccccc2)CC1(Cl)Cl (stereo not drawn)	-3.5	0.3%	i	-26.1%
23	Cc1csc(-c2coc3cc(O)cc(C)c3c2=O)n1	2.3	-2.4%	i	-75.0%[inhibitor][57.5 µM]
24	CC1(C(=O)Nc2ccc3nc[nH]c3c2)CCN1C(=O)Cc1ccc(-c2ccccc2)cc1 (stereo not drawn)	21.4	x	i	-36.4%[inhibitor]
25	COc1ccccc1CNC(=O)C(=O)NCC(c1ccco1)N1CCOCC1 (stereo not drawn)	-3.9	-10.9%	i	-19.8%
26	COc1ccc(CN2CC(=O)N(c3ccccc3OC)C2=S)cc1OC	6.5	-20.1%	i	-7.2%
27	Cc1cccc(OCCn2c(-c3ccco3)nc3ccccc32)c1	-1.2	-0.8%	i	i
28	CCN(CC)C(=O)C1=C(C)N(CCCN2CCCC2=O)C(=O)C(CC(=O)NCCCCc2ccccc2)C1 (stereo not drawn)	-11.1	x	i	-13.3%
29	COc1ccc(N(CC(=O)Nc2cc(Cl)ccc2C)S(=O)(=O)c2c(C)n[nH]c2C)cc1	-8.8	-5.0%	x	8.1%
30	CSc1nc(N)nc(SCC(=O)Nc2cccc(F)c2)c1C#N	-5.4	u	i	-30.8%

cpd	EPAC2 agonist	D3 antag	CCT modulator	EPAC2 antagonist
16	-0.3%	54.3	-2.2	-11.2%
17	2.2%	7.9	0.1	10.9%
18	9.6%	3.5	-6.0	-10.2%
19	7.6%	-20.5	0.6	-6.8%
20	-3.6%	6.6	-1.0	11.8%
21	5.6%	7.6	0.0	4.5%
22	6.7%	-20.9	-0.6	-12.1%
23	10.4%	11.2	-1.1	-1.0%
24	13.4%	101.1	-0.2	u
25	1.0%	15.6	-1.1	9.0%
26	4.5%	14.4	-1.1	10.4%
27	20.5%	28.9	-1.2	u
28	10.4%	-19.7	0.4	9.9%
29	15.0%	-14.9	-58.7*	-5.0%
30	9.2%	8.5	0.6	-16.7%

(cont.)
cpd	structure	D3 ag	Mm-Cpn inhibitor	pAkt inh	PTHR1 ag
31	COc1ccc(OC)c(NC(=O)C2CC(=O)N(Cc3ccco3)C2)c1 (stereo not drawn)	0.0	-1.0%	i	-8.0%
32	O=[N+]([O-])c1ccc2c(c1)c1ccccc1n2CCO	-3.1	-2.4%	i	-6.4%
33	C[C@@H]1CN([C@H](C)CO)C(=O)CCCn2nncc2CO[C@H]1CN(C)C(=O)Nc1ccc(N2CCN(C)CC2)cc1	2.6	x	i	8.0%
34	CC(C)(C)c1ccc(OC(=O)Cn2c(C(F)(F)F)nc3ccccc32)cc1	-2.9	2.4%	i	-21.5%
35	CC(=O)Nc1ccc(S(=O)(=O)N2CCC(Oc3ccc(-n4cnnn4)cc3)CC2)cc1	2.6&-1.7	0.8%	i	-26.8%&-14.4%
36	COc1ccc(CCNC(=O)COc2cccc3c2OC(C)(C)C3)cc1OC	5.0	1.2%	i	-20.1%
37	O=C(NCc1ccco1)c1ccc(S(=O)(=O)c2cccc(S(=O)(=O)N3CCOCC3)c2)cc1	-6.0	0.7%	i	12.0%[57.5 µM]
38	N#Cc1ccc2[nH]cc(C3c4cc(F)ccc4C=C(c4ccsc4)N3c3ccc(C#CCCO)cc3)c2c1 (stereo not drawn)	2.8	x	i	-36.7%[inhibitor]
39	COc1ccc(NC(=O)CSc2nnc(Cc3cccn3C)n2-c2ccc(OC)cc2)cc1	2.0	-2.7%	i	-14.9%
40	CCOC(=O)C1CCN(C(=O)c2cc3ccccc3oc2=O)CC1	5.8	-2.9%	i	-23.3%
41	O=C(OC1C2CCC1C1CN(CCc3ccccc3)CC12)c1ccccc1 (stereo not drawn)	-5.9	2.2%	i	i
42	CC1CCCN(CCC(=O)c2ccccc2)C1 (stereo not drawn)	0.6	x	i	i
43	COc1ccc(S(=O)(=O)NC2CCCC2)cc1NC(C)=O	12.5	1.3%	i	25.5%
44	COc1ccccc1NC(=S)N(Cc1cccs1)C1CCCC1	-1.9	0.6%	i	-81.8%[inhibitor]
45	COC(=O)c1ccc(C(=O)OC)c(NC(=O)CCc2ccc(C)o2)c1	0.9	-1.0%	i	i
46	Cc1ccc(NC(=O)C(Cc2ccccc2)n2cccc2)cc1 (stereo not drawn)	-10.5&-6.8	0.7%	i	-19.7%&-12.2%
47	Cc1cc(C)cc(OCC(=O)Nc2cnn(CCCC(=O)O)c2)c1	-13.7	3.4%	i	u
48	CCCS(=O)(=O)N1CCC(C(=O)NCc2cccnc2)CC1	-8.7	2.5%	i	i

cpd	EPAC2 agonist	D3 antag	CCT modulator	EPAC2 antagonist
31	5.1%	-14.5	-1.7	6.4%
32	2.9%	5.9	0.5	14.5%
33	6.4%	0.0	-15.4	6.4%
34	-24.4%	11.7	2.2	-1.1%
35	2.2%	12.3	-0.6	3.9%
36	-5.7%	0.3	-2.1	2.3%
37	17.0%	0.0	0.0	-2.8%[57.1 µM]
38	7.0%	25.5	-0.5	5.1%
39	6.3%	3.0	1.6	1.1%
40	4.7%	22.0	-1.5	8.4%
41	4.7%	-1.6	-3.9	7.5%
42	3.9%	-7.5	-0.1	-3.5%
43	4.0%	-6.4	0.5	4.0%
44	11.3%	-4.3	1.1	-25.0%
45	-4.0%	26.9	-2.9	-3.8%
46	14.0%	-19.6	-2.1	-13.8%
47	-4.3%	22.4	0.4	6.4%
48	-8.4%	14.2	-1.1	0.0%[57.1 µM]

Screens deposited in PubChem by National Center for Advancing Translational Sciences (NCATS).
